# Screening results (PubChem)
# ERK EGF inh = inhibitors of EGF-stimulated ERK signaling pathway | HEK293-V1b, EGF-stimulated phospho-ERK AlphaScreen | Potency, µM (doses to about 11.5 µM), for inactives: at the top dose activity change, negative = inhibition, actives largely listed as inhibitors | actives 0.41% (n = 130,000); active means well fitted inhibition curve with a large enough effect; inconclusive means small, poorly fitted or top-dose-only effect, or effect the other way;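 further: plate controls were stimulated vehicle wells for no effect and unstimulated vehicle basal for full effect; nearly all actives have a fitted effect of over 55% in size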
#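 HEK293 cells stably expressing V1b receptor, serum-reduced (1% FBS) overnight, pretreated 30 min with compound, then stimulated 5 min with 25 nM EGF; phospho-ERK detected by AlphaScreen SureFire. AC50 from Hill fits, normalized to DMSO and EGF.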
# * marks the source's active call; other numbers are inactive results; u = inconclusive; [ ] = another dose, or the depositor's remark. Potency means the concentration at half of the fitted maximal effect. This is a subset; rates above refer to the full screens.
structure	ERK EGF inh
CCOC(=O)C(C)Oc1cccc2c(=O)n(CC(=O)NCc3ccc(F)cc3)ccc12 (stereo unspecified)	-18%[57.5 µM]
O=C(NC1CCCCC1)OCCN1CCN(Cc2ccccc2)CCC1=O	5%
NC1=NC[C@@H](Cc2ccc(O)cc2)N1CC1CCCCC1	-6%[57.5 µM]
CCOc1ccc(/C=N/Nc2cc(C)nc(N3CCOCC3)n2)cc1	-10%[57.5 µM]
COc1ccc(/C(O)=C2/C(=O)C(=O)N(c3ncccn3)C2c2ccc(F)cc2)cc1 (stereo unspecified)	1%[57.5 µM]
Cc1[nH][nH]c(=O)c1C(c1c(C)[nH][nH]c1=O)c1cn(C)c2ccccc12	-7%
CCOC(=O)c1cnc(Nc2nc3ccccc3o2)nc1CSC(=S)N(CC)CC	-4%
CCOc1ccc(-n2c(C)cc(/C=N\NC(=O)CC(=O)NC3CCCCC3)c2C)cc1	1%
COc1ccc(/C=N/NC(=O)c2ccn[nH]2)cc1Cn1nc(C)c([N+](=O)[O-])c1C	1%[57.5 µM]
CCOC(=O)c1c(NC(=O)c2cc(-c3ccc(Cl)s3)nc3ccccc23)sc(C(N)=O)c1C	3%
CC(C)SCC(=O)Nc1ncc2c(n1)-c1ccccc1CC2	0%
CN1CCCN=C1/C=C\c1cccs1	-3%[25.7 µM]

# (further entries)
structure	ERK EGF inh
CCNc1ncc2nc(-c3ccccc3)c(=O)n(Cc3ccc(F)cc3)c2n1	-6%
CSc1ccccc1NC(=O)CN1CCCCC1C (stereo unspecified)	-3%
CC1(C)OC(=O)C(=CSc2ccc(C(C)(C)C)cc2)C(=O)O1	-2%
Cc1cc(/C=C2\NC(=S)NC2=O)c(C)n1-c1cccnc1	2%[57.5 µM]
Cc1nc2cc(NC(=O)C3COc4ccccc4O3)ccc2s1 (stereo unspecified)	1%
COc1ccc(C(=O)n2nc(-c3ccco3)nc2N)cc1OC	7%
CCOC(=O)c1c(C)noc1-c1ccco1	2%[57.5 µM]
O=C(NCc1ccccc1)C(=O)NCC(c1ccco1)N1CCN(c2ccccc2F)CC1 (stereo unspecified)	-12%
O=[N+]([O-])c1ccc(Cl)c(CN2CCSCC2)c1	-2%
CCOc1ccccc1C(=O)NC(C(=O)Nc1cccc(S(N)(=O)=O)c1)C(C)C (stereo unspecified)	8%
CC(C(=O)NCCN1CCOCC1)c1ccc([N+](=O)[O-])cc1 (stereo unspecified)	8%
COc1cc(NC(=O)c2cccs2)c(OC)cc1NC(=O)CCC(=O)Nc1ccc2ncccc2c1	9%

# (next part)
structure	ERK EGF inh
COC1C/C(=N\O)C2OC(c3ccccc3)OCC2O1 (stereo unspecified)	7%
COc1ccc(OCc2cccc(C(=O)Nc3cc(C)on3)c2)cc1	-4%
CCOC(=O)C(=O)NN=C(c1ccccc1)c1ccccc1	5%[57.5 µM]
COc1ccc(-c2csc(N(CC3CCCO3)C(=O)c3ccc(C)cc3)n2)cc1 (stereo unspecified)	-16%
Cc1nc(N/C(N)=N/S(=O)(=O)c2ccc([N+](=O)[O-])cc2)nc2ccccc12	0%
CCN(CC(=O)Nc1ccc(C)c(F)c1)CC(=O)NC(C)C	-8%
CC(=O)NN1C(=O)/C(=C\c2ccc(O)cc2)SC1=S	4%
C=CCN1c2ccccc2[C@]23C[C@@H](C(=O)OC)N(C(C)=O)C2=NC(C(=O)OC)=C(C(=O)OC)[C@H]13	12%[57.5 µM]
Cc1ccc(S(=O)(=O)N(C)C)cc1NC(=O)Nc1ccccc1F	19%[57.5 µM]
Cc1ccc(CN=C2NC(=O)C(CC(=O)NCCc3ccccc3)S2)cc1 (stereo unspecified)	-1%
COc1ccc(C2=COc3ccccc3C(=O)N2)cc1	-5%
CCc1ccc(NC(=O)Cn2nc(C)c([N+](=O)[O-])c2C)cc1	0%

# Later entries:
structure	ERK EGF inh
CCN(CC)CCNCc1cc(Br)ccc1OCC(=O)NCc1ccccc1	4%
COc1cc2c(cc1O)CC[C@@H]1[C@@H]2CC[C@]2(C)[C@@H](O)CC[C@@H]12	-3%[57.5 µM]
Nn1c(SCc2c(F)cccc2F)nnc1-c1ccccn1	4%[57.5 µM]
Cc1cccc2sc(N(CCCN(C)C)C(=O)CCc3ccccc3)nc12	u
CN(C)C(=O)C#Cc1ccccc1	5%[57.5 µM]
CC1=NC(C#N)=C(C#N)NC(C)(C)C1	4%
Cc1nc2ccccc2n1CC(O)COC1CCCCC1 (stereo unspecified)	8%
OC(CNCC1CCCO1)Cn1c2ccc(Br)cc2c2cc(Br)ccc21 (stereo unspecified)	u
Cc1cccc(N2CCN(C(=O)CCN3C(=O)C4C5C=CC(C5)C4C3=O)CC2C)c1 (stereo unspecified)	-1%[57.5 µM]
CCC(C)NC(=O)COc1ccccc1[N+](=O)[O-] (stereo unspecified)	-8%
COc1ccccc1-c1ccc(SCc2ccccc2)nn1	0%
Clc1ccc(-c2csc(N3CCSCC3)n2)cc1	6%

# (cont.)
structure	ERK EGF inh
NC(=O)C1CCN(C(=O)CC2(CC(=O)O)CCCCC2)CC1	4%
O=C(CSc1cccc[n+]1[O-])NN(c1ccccc1)c1ccccc1	7%[57.5 µM]
COc1ccc(CC(=O)Nc2ccccc2NC(=O)c2ccco2)cc1OC	-3%
CN(C)c1nc(N(C)C)n(Cc2c(Cl)cccc2Cl)n1	-2%
CCOC(=O)CC(NC(=O)Cn1nnc(-c2ccccc2F)n1)c1ccccc1Cl (stereo unspecified)	-4%
CC(=O)c1cc2ccc(O)cc2oc1=O	0%[57.5 µM]
N#CC1=C(N)OC2=C(CCc3ccccc32)C1c1ccccc1 (stereo unspecified)	u
Brc1ccc(CSc2ncnc3nc[nH]c23)cc1	7%
CC(=O)Nc1cccc(NC(C)=O)n1	-5%[57.5 µM]
COc1ccc(C2c3ccsc3CCN2C(=O)C(C)(C)C)cc1 (stereo unspecified)	3%[57.5 µM]
Cc1ccc(NC(=O)COc2ccccc2[N+](=O)[O-])nc1	-4%
COc1ccccc1NC(=O)Cn1c(C)cc(=O)c2cccc(OC)c21	u

# The list goes on:
structure	ERK EGF inh
CCCOC(=O)c1ccc(NC(=O)c2nc3nc(C)cc(C)n3n2)cc1	-5%
Cn1c(NC(=S)Nc2ccccc2)nc2ccccc21	11%
O=C(COC(=O)/C=C/c1ccc(OC(F)F)cc1)NCCN1C(=O)CSC1=O	-8%
Cc1ccn(CC(=O)N/N=C/c2cc([N+](=O)[O-])ccc2O)n1	-1%
Cc1ccc(CN2CCN(/N=C/c3ccc(N(C)C)cc3)CC2)cc1	u
O=C(c1ccco1)N1CCC2(CCCN(c3ncccn3)C2)CC1	10%
O=C(COC(=O)c1ccc2c(c1)C(=O)N(Cc1ccncc1)C2=O)Nc1ccccc1[N+](=O)[O-]	4%
Cc1cc(C(=O)Cn2nc(C(=O)O)c3ccccc3c2=O)c(C)n1-c1ccc(OC(F)F)cc1	-6%
CC(=O)Nc1ccccc1-c1nc2ccc(C(=O)N3CCN(c4ccccc4)CC3)cc2[nH]c1=O	-1%
Cc1nc(N2CCN(S(=O)(=O)c3ccccc3C#N)CC2)c2c(-c3cccs3)csc2n1	9%
COc1ccc(NC(=O)CSc2nnc(NC(=O)c3ccc(S(=O)(=O)N4CCOCC4)cc3)s2)cc1	9%
CC(=O)Nc1cc(-c2ccc(Cl)cc2)[nH]n1	-5%

# Brought forward from above: 7 entries, then new ones.
structure	ERK EGF inh
O=C(c1ccco1)N1CCC2(CCCN(c3ncccn3)C2)CC1	10%
O=C(COC(=O)c1ccc2c(c1)C(=O)N(Cc1ccncc1)C2=O)Nc1ccccc1[N+](=O)[O-]	4%
Cc1cc(C(=O)Cn2nc(C(=O)O)c3ccccc3c2=O)c(C)n1-c1ccc(OC(F)F)cc1	-6%
CC(=O)Nc1ccccc1-c1nc2ccc(C(=O)N3CCN(c4ccccc4)CC3)cc2[nH]c1=O	-1%
Cc1nc(N2CCN(S(=O)(=O)c3ccccc3C#N)CC2)c2c(-c3cccs3)csc2n1	9%
COc1ccc(NC(=O)CSc2nnc(NC(=O)c3ccc(S(=O)(=O)N4CCOCC4)cc3)s2)cc1	9%
CC(=O)Nc1cc(-c2ccc(Cl)cc2)[nH]n1	-5%
Cc1cc2nc3n(c2cc1C)CC1CC(C(=O)NCC2CC2)N(C)C31 (stereo unspecified)	0%[57.5 µM]
O=C(/C=C/c1c(Cl)nc2ccccn12)N1CCCCC1	3%
CCOc1cc(/C=C/c2ccc3cccc([N+](=O)[O-])c3n2)cc(Cl)c1O	0%
CN1CCc2c(cc(O)c(O)c2Cl)C(c2cccc(Cl)c2)C1 (stereo unspecified)	u
Cc1c(C)[n+](=O)c(-c2cccs2)c(C)n1[O-]	3%
CCCCN(C)CCC(=O)Nc1ccc(F)c(F)c1	2%
Oc1ccc(Cn2ccnc2)c2cccnc12	0%
CC(=O)OCC12COC3c4ccccc4OC(C)(CC1C)C3C2C (stereo unspecified)	2%
COC(=O)c1ccc(NC(=S)NC(=O)c2c(-c3ccccc3)noc2C)cc1	-5%[57.5 µM]
Cc1cc(C)c(NC(=O)Cn2c([N+](=O)[O-])cnc2C)c(C)c1	-15%[57.5 µM]
COc1ccc(N/C(=N/c2nc(C)cc(C)n2)NC(=O)Nc2ccc(Cl)c(Cl)c2)c(OC)c1	6%
CC1CC(OCC(O)C[N+]2(C)CCOCC2)CC(C)(C)C1 (stereo unspecified)	3%

# The listing continues.
structure	ERK EGF inh
Cc1ccc2nc(Cl)c(C#N)cc2c1	2%
O=C(NCc1cccnc1)c1ccc(Cl)c(S(=O)(=O)N2CCCCCC2)c1	-1%
O=C(NCc1nnc(SCc2ccccc2)n1-c1ccccc1)C12CC3CC(CC(C3)C1)C2	4%
COC(=O)C1(C(F)(F)F)N=C(C(F)(F)F)Nc2ccc(Cl)cc21 (stereo unspecified)	-3%
COc1ccc(C(=O)Nc2ccc(CN3CCS(=O)(=O)CC3)cc2)cc1	-4%[57.5 µM]
NC(=S)N=Nc1c(O)[nH]c2cc(F)c(F)cc12	9%
COc1ccccc1NC(=O)CCC(=O)OCc1ccc([N+](=O)[O-])cc1	-6%
O=C(c1cc2c(cc1Br)OCCCO2)N1CCCCC1	5%
N#C/C(=C\c1ccc(F)c(Cl)c1)S(=O)(=O)c1ccccn1	u
CN(C)C(=O)COC(=O)c1ccccc1NC(=O)c1ccco1	-3%
CS(=O)(=O)N1CC(C(=O)O)Oc2ccc(CC(=O)O)cc21 (stereo unspecified)	3%
CCCCCC(O)c1cccc(OCc2ccc3ccccc3n2)c1 (stereo unspecified)	u

# Next results
structure	ERK EGF inh
O=C(N/N=C/c1coc2ccccc2c1=O)c1cn(-c2ccccc2)nc1-c1ccccc1	-6%
Cn1nc(-c2ccccc2)cc1NS(=O)(=O)c1ccccc1	-7%[57.5 µM]
Cc1[nH][nH]c(=O)c1/C=N/N1CCOCC1	-22%
CC(=O)Nc1ccc(/C=N/NC(=O)c2cc3ccccc3nc2C)cc1	14%
COc1ccc(NC(=S)N(CCC(C)C)C(C)c2ccncc2)cc1 (stereo unspecified)	-6%[57.5 µM]
CCNC(=S)Nc1ccc(N2CCCCC2)cc1	-8%
CCOC(=O)C1(C)NC(c2ccccc2F)C2C(=O)N(CC)C(=O)C21 (stereo unspecified)	3%
Cc1ccc(S(=O)(=O)NC(N)=NCCc2ccc(Cl)cc2)cc1C	4%
CCOc1ccc(N2CC(C(=O)Nc3ccc4c(c3)OCO4)CC2=O)cc1 (stereo unspecified)	-2%
O=C1C2C3c4ccccc4C(c4ccccc43)C2c2nc3ccccc3n21 (stereo unspecified)	4%
Cc1ccc(C(=O)CSc2nnc(N)s2)c(C)c1	-2%
COc1ccc(CC2(CO)CCN(Cc3cnn(-c4ccc(F)cc4)c3)CC2)cc1	-14%

# Some of the entries above, set out differently.
CC(=O)Nc1ccc(/C=N/NC(=O)c2cc3ccccc3nc2C)cc1
- ERK EGF inh = 14%
COc1ccc(NC(=S)N(CCC(C)C)C(C)c2ccncc2)cc1 (stereo unspecified)
- ERK EGF inh = -6%[57.5 µM]
CCNC(=S)Nc1ccc(N2CCCCC2)cc1
- ERK EGF inh = -8%
CCOC(=O)C1(C)NC(c2ccccc2F)C2C(=O)N(CC)C(=O)C21 (stereo unspecified)
- ERK EGF inh = 3%

# Going on with the list.
structure	ERK EGF inh
CCOC(=O)c1cc(C(=O)c2ccccc2O)cn2c(=O)c3c(C)c(C)sc3nc12	-3%
CC1CCCN(C(=O)CSc2nc3ncccc3[nH]2)C1 (stereo unspecified)	-3%
CCC(C)NC(=O)CNC(=S)N(Cc1ccc(F)cc1)C1CCCCC1 (stereo unspecified)	-3%
CCC(C)(C)n1nnnc1C(c1ccc2ncccc2c1)N1CCCC(C)C1 (stereo unspecified)	3%
CC(C)(C)NC(=O)NCCc1ccccc1	-11%[57.5 µM]
CCNC(=S)NNC(=O)c1cc(Br)cs1	-1%
CCCN1C2CCCC1CC(NC(=S)NCCCOCC)C2 (stereo unspecified)	-3%
S=c1[nH]nc(-c2ccc3ccccc3n2)n1-c1ccccc1Cl	3%
COc1ccc(-c2oc3cc(O)c(OC)c(O)c3c(=O)c2OC)cc1	6%[57.5 µM]
Cc1ccc(-c2csc3ncnc(-n4nnc5ccccc54)c23)cc1	0%
COc1cc2c(cc1OC)-c1n[nH]c(=S)n1C(C)(C)C2	-4%
Cc1ccc(C)c(OCC(=O)Nc2ccc(S(=O)(=O)N3CCN(C)CC3)cc2)c1	8%
CC(=O)c1cn(CC(=O)NCc2ccc3c(c2)OCO3)c2ccccc12	-2%
CCC(=O)Nc1ccc2c(c1)ncn2-c1ccc(C)cc1	-2%
